Screens as filed in PubChem.
NIH3T3 tox: kills NIH 3T3 cells; Potency, µM (top dose mostly 96.7 µM), for the others: top-dose activity change, negative = cytotoxicity, usual class: inhibitors; NIH 3T3 viability, CellTiter-Glo ATP luminescence, 48-72 h; 94,000 tested, 4.3% active; note: potency is the fitted concentration of half-maximal effect; nearly all actives have a fitted effect of over 55% in size
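Viability of NIH 3T3 cells after 48 or 72 hr compound treatment at 37 °C was assessed by CellTiter-Glo, with luminescence imaged following a 10 min room-temperature step.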
HEK cytotox: kills HEK 293 cells; HEK 293 viability, ATP luminescence (CellTiter-Glo), 48-72 h; 94,000 tested, 6.6% active; Potency, µM (doses to about 115 µM), inactives show at the highest dose activity change, negative = cytotoxicity, actives largely listed as inhibitors; note: potency is the fitted concentration of half-maximal effect; nearly all actives have a fitted effect of over 60% in size
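CellTiter-Glo luminescence (cellular ATP) was read after 48 or 72 hr of compound exposure at 37 degree Celsius. Cells were HEK 293 plated at 250 cells/well.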
SNCA expr inh: inhibitors of alpha-synuclein (SNCA) gene expression | HEK-293 SNCA-luciferase knock-in, luminescence, 24 h | Potency, µM (top dose mostly 57.2 µM), without a hit: at the top dose activity change, negative = inhibition, hits mostly inhibitors | 140,000 tested, 0.17% active;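 note: potency is the fitted concentration of half-maximal effect; plate controls were DMSO cells for no effect and cell-free wells for full effect; nearly all actives have a fitted effect of over 45% in size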
GPT2 inhibitor: inhibitors of human GPT2 alanine aminotransferase | Recombinant GPT2, coupled pyruvate oxidase/HRP Amplex Red fluorescence | 100,000 tested, 0.25% active | Potency, µM (highest dose often 57.7 µM), for the others: at the top dose activity change, negative = inhibition, usual class: inhibitors | AID 1671188; note: potency is the fitted concentration of half-maximal effect; nearly all actives have a fitted effect of over 60% in size; many of its hits are not listed in these tables
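Inhibition is scored from Amplex Red fluorescence generated when pyruvate oxidase and HRP act on pyruvate released by GPT2. Reactions contain 10ng/uL enzyme, 250uM a-KG and 2mM L-alanine and run 30 min at room temperature.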
Luciferase inh: inhibitors of firefly (Photinus pyralis) luciferase | purified P. pyralis luciferase, luminescence, biochemical | Potency, µM (series often up to 115 µM), for inactives: at the top dose activity change, negative = inhibition, hits mostly inhibitors | 76,000 tested, 2.5% active; note: potency is the fitted concentration of half-maximal effect; nearly all actives have a fitted effect of over 65% in size
Target sequence (P08659 whole entry, looked up): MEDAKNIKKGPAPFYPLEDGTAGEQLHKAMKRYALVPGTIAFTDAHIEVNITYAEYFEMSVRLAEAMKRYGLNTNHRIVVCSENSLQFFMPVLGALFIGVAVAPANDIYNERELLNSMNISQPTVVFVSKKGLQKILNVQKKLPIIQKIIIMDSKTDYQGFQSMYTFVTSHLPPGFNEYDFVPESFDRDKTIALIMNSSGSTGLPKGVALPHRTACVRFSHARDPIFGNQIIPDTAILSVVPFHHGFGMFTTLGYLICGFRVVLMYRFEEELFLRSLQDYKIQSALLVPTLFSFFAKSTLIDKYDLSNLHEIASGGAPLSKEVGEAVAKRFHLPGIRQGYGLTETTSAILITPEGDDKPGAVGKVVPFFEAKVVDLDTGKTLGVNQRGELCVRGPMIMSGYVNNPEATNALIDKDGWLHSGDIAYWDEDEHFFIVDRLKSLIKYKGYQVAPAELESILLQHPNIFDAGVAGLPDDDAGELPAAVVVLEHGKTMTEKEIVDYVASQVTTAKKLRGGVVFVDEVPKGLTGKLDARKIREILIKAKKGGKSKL
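Biochemical qHTS: compound (6-point titration) added to 10uM D-luciferin plus 10uM ATP in Tris acetate pH 7.5 buffer with Mg, Tween-20 and BSA, then purified enzyme at 10nM; light output imaged.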
SNCA viab count: reduces viability of HEK-293 SNCA reporter cells. HEK-293-SNCA-luc viability, GF-AFC fluorescence, 24 h. 150,000 tested, 0.12% active. Potency, µM (highest dose often 57.1 µM), inactives show at the top dose activity change, negative = cytotoxicity, most hits filed as cytotoxic;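 note: potency is the fitted concentration of half-maximal effect; 0% = DMSO-treated cells and -100% = medium-only wells without cells; nearly all actives have a fitted effect of over 30% in size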
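HEK-293-SNCA-luc cells (1500/well) plated 24 h, then exposed 24 h to a dilution series; GF-AFC added 30 min at 37C, fluorescence 405/540 nm; normalised to medium-only and DMSO wells, Hill fit.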
IP6K1 inhibitor: inhibitors of human IP6K1; Q92551; IP6K1 kinase, ADP-Glo luminescence, 2 h; active compounds read low; activity change, % (series mostly up to about 58 µM); 140,000 tested, 0.81% active; in the data active = activity change below about -25%
Target sequence (Q92551 whole entry, looked up): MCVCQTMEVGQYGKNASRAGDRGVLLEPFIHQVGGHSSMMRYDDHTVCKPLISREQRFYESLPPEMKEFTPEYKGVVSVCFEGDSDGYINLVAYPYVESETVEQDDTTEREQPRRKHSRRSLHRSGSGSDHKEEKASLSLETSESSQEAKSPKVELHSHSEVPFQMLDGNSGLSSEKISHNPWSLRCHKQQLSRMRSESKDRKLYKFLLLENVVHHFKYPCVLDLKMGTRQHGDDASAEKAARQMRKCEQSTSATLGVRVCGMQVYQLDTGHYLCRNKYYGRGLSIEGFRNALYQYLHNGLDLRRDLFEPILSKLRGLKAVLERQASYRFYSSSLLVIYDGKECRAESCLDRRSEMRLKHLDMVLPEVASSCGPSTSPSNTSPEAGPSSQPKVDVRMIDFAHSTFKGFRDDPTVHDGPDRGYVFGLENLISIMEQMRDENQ
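ADP-Glo luminescence measures ADP made by human IP6K1 during a 2 h RT reaction with ATP/IP6 (mix at 1.3 mM/130 uM); top library doses 57.5 and 19.1 uM final.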
An asterisk follows results filed as active; i = inactive; ? = inconclusive; · = not tested or not shown; & = joins results of further samples; [ ] = remark or other dose. Unless noted, calls come from the whole dose curve; as a rule, active = well fitted curve in the direction sought with a large enough effect; inconclusive = small, poorly fitted or top-dose-only effect, or another doubt; inactive = no such curve, though single readings can be large; an effect the other way counts as inactive or inconclusive. Unless noted, % is set by controls: 0 for no effect and ±100 for the full control effect.

mol | NIH3T3 tox | HEK cytotox | SNCA expr inh | GPT2 inhibitor | Luciferase inh | SNCA viab count | IP6K1 inhibitor
COc1ccc(CCNC(=O)c2cc(-c3ccsc3)nc3c2cnn3C)cc1 | -22% | ? | -18% | i | · | 5%[12.5 µM] | 10
COc1ccc(C(=O)N2CCC3(CC2)N=C(c2cccc(Br)c2)NO3)cc1 | ? | ? | -16% | i | 5% | -14% | -6
CN(C)c1ccc(CN[C@H]2[C@H](O)[C@@H](N3CCC(Cc4ccccc4)CC3)[C@@H]3OC[C@H]2O3)cc1 | -3% | -4% | -9% | i | 0% | -4% | 18
O=C(c1cn(CCOc2ccccc2F)c2ccccc12)C1CCCCC1 | · | · | -16% | · | · | 7% | -8
C=C1C(=O)OC(CCCCCCCC)C1C(=O)O (configuration not stated) | · | · | 20% | -16% | · | 13% | ·
O=C(NC1CCN(c2cc(-c3ccccc3)[nH]n2)C1)c1ccc(F)c(F)c1 (configuration not stated) | ? | -18% | 4% | -7% | -8% | -5% | 2
O=C(NC1CC(=O)N(c2ccc(F)cc2)C1)c1ccc(S(=O)(=O)N2CCCC2)cc1 (configuration not stated) | · | · | 22% | · | · | 4% | 8
CC[C@H]1CN(C(=O)C2CC2)CC[C@H]1CC(=O)NCc1ccc2c(c1)OCO2 | -26%[174 µM] | -26%[172 µM] | 12%[87.6 µM] | i | 7%[172 µM] | -6%[87.6 µM] | 4
CC(NC(=O)CN1C(=O)COc2ccc(S(=O)(=O)N3CCCCCC3)cc21)c1ccccc1 (configuration not stated) | · | · | -3% | · | · | ? | -7
O=C(c1ccc(F)cc1)N1CCc2nc(C3CC3)nc(-c3ccc(Cl)cc3)c2C1 | ? | ? | 16% | -6% | -4% | -8% | 9
COc1ccc(-c2nc(CSCC(=O)NCCc3ccccc3)c(C)o2)cc1 | · | · | 24% | · | · | -10% | 11
CCc1cccc(CC)c1NC(=O)c1ccc2c(c1)CCN2S(=O)(=O)c1ccccc1 | · | · | -3% | · | · | -11% | 14
CCNC(=O)N[C@H]1CC[C@]2(C)CC[C@@H](C(C)C(=O)NC3CCCC3)[C@H](O)[C@H]2[C@@H]1C (some centres not stated) | -25%[174 µM] | -1%[172 µM] | 17%[87.6 µM] | i | -4%[172 µM] | 4%[87.6 µM] | -4
COc1cccc(CNC(=O)c2ccc3nc(-c4cccc(C)n4)oc3c2)c1 | ? | ? | 78%[activator] | -11% | · | -4% | 14
O=C(c1cnccn1)N1CC(F)(F)C[C@H]1c1nc(C2CC2)no1 | 4% | 1% | 16% | i | 6% | -9% | -2
COCC(=O)N1CCC(c2nn(-c3ccccn3)c(=O)[nH]2)CC1 | i | i | 1%[87.6 µM] | i | · | 5%[87.6 µM] | -2
O=C(N[C@@H]1CN(c2ncccn2)C[C@H]1CO)c1ccc(F)cc1 | -18% | -6% | -8% | i | -2% | 4% | 3
COc1cccc(CC(=O)N2CCC(c3noc(CO)n3)C2)c1 (configuration not stated) | -2% | 0% | 6% | i | 0% | 2% | -4
O=[S+]1([O-])NC2(CCN(Cc3c(F)cccc3Cl)C2)COc2ncccc21 (configuration not stated) | -16% | -11% | 17% | 1% | · | 8% | 10
O=C(NC1CCN(c2nccc(Nc3ccccc3F)n2)CC1)c1ccc(F)cc1 | 35µM* | ? | ? | i | · | -20%[12.5 µM] | -6
O=C(CSc1nc(Nc2ccc(F)c(F)c2)c2ccccc2n1)c1ccc(Cl)cc1 | · | · | 15% | · | · | 1% | 15
CCN(CC)S(=O)(=O)c1ccc2c(c1)c(=O)c(C(=O)N1CCN(c3cccc(Cl)c3)CC1)cn2C | · | · | -20% | · | · | 7% | 5
CC1CCC(NC(=O)C2CCN(C(=O)c3ncn4c3COC(c3ccc(F)cc3)C4)CC2)CC1 (configuration not stated) | -3% | -1% | 11% | i | ? | 3% | 0
O=C(Cc1cccnc1)N1CCCC(c2nc(CCOCC3CCCC3)no2)C1 (configuration not stated) | -8% | -14% | -22% | 4% | 1% | -7% | -6
COc1ccc(-c2ccccc2NC(=O)C2CCCN(Cc3cccnc3)C2)cc1 (configuration not stated) | -4% | 2% | 21% | -7% | 6% | 1% | 11
COCCCn1c(SCC(=O)NCc2ccccc2)nc2c(sc3ccccc32)c1=O | · | · | 10% | · | · | 4% | 21
CCOc1ccc(-c2cc(C(=O)N3CCN(c4cccc(C(F)(F)F)c4)CC3)c3ccccc3n2)cc1 | · | · | -8% | · | · | -2% | 19
Cc1[nH]nc2c1C(c1cccc(F)c1)C(C#N)=C(N)O2 (configuration not stated) | -16% | ? | -17% | ? | 0% | 5% | -8
CCN1c2cc(C(=O)N3CCN(c4cccc(C)c4)CC3)ccc2C(=O)N2CCCCC21 (configuration not stated) | ? | ? | ? | i | 2% | -6%[12.5 µM] | 14
N#CC(=C(N)Sc1ccc(N)cc1)c1ccccc1C(F)(F)F | · | · | 21% | i | · | 2% | ·
O=C(NCc1ccnc2[nH]ccc12)c1ccc2c(c1)OCO2 | -23%[138 µM] | -14%[172 µM] | 50%[activator][87.6 µM] | i | ? | -10%[87.6 µM] | 0
CCN(CC)S(=O)(=O)c1ccc2nc(NC(=O)c3cccnc3)sc2c1 | · | · | 90%[activator] | · | · | -9% | 12
COc1ccccc1/C=C/CN1CCNC(=O)C1CC(=O)NCc1ccon1 (configuration not stated) | -2% | i | -1% | i | -6% | -14% | -6
Cc1nc(CN2C[C@H](C(=O)NCc3ccc4c(c3)OCO4)C[C@@H]2c2ccc(F)cc2)cs1 | ? | ? | ? | ? | -3% | -11% | 4
O=C(c1cc(C2CC2)nc2onc(C3CCCNC3)c12)N1CCC(F)CC1 (configuration not stated) | 4% | i | 5% | i | · | -1% | 1
COC(=O)CNC(=O)c1cc(-c2cccc(F)c2)nc2c1cnn2C | ? | -13%[172 µM] | · | · | · | · | 9
CC1=C(c2ccc(Cl)cc2)S(=O)(=O)NC1=NCCCN1CCN(c2cc(C)ccc2C)CC1 | · | · | -4% | · | · | 5% | 7
COc1cccc2sc(N(Cc3cccnc3)C(=O)c3ccco3)nc12 | · | · | 10% | · | · | 0% | 20
C[C@]12CCC[C@](C)(C(=O)O)C1[C@@H](O)[C@@H](O)C13CC(CCC12)C(CO)(O[C@@H]1O[C@H](CO)[C@@H](O)[C@H](O)[C@H]1O)C3 (some centres not stated) | · | · | · | 4%[27.3 µM] | · | -11%[23.9 µM] | 5
Cc1ccccc1C(=O)N(Cc1ccc(N(C)C)cc1)Cc1ccco1 | · | · | 2% | · | · | 4% | -2

Reprinted at random: 5 records from the list
mol | NIH3T3 tox | HEK cytotox | SNCA expr inh | GPT2 inhibitor | Luciferase inh | SNCA viab count | IP6K1 inhibitor
COC(=O)CNC(=O)c1cc(-c2cccc(F)c2)nc2c1cnn2C | ? | -13%[172 µM] | · | · | · | · | 9
COc1ccc(-c2ccccc2NC(=O)C2CCCN(Cc3cccnc3)C2)cc1 (configuration not stated) | -4% | 2% | 21% | -7% | 6% | 1% | 11
CCN(CC)S(=O)(=O)c1ccc2nc(NC(=O)c3cccnc3)sc2c1 | · | · | 90%[activator] | · | · | -9% | 12
O=C(NCc1ccnc2[nH]ccc12)c1ccc2c(c1)OCO2 | -23%[138 µM] | -14%[172 µM] | 50%[activator][87.6 µM] | i | ? | -10%[87.6 µM] | 0
Cc1ccccc1C(=O)N(Cc1ccc(N(C)C)cc1)Cc1ccco1 | · | · | 2% | · | · | 4% | -2

Following part.
mol | NIH3T3 tox | HEK cytotox | SNCA expr inh | GPT2 inhibitor | Luciferase inh | SNCA viab count | IP6K1 inhibitor
Cc1ccc(C)c(NC(=O)c2cnc3sc(N4CCOCC4)nn3c2=O)c1 | · | · | 12% | · | · | 11% | 55
O=[S+]([O-])(c1cccc(C(F)(F)F)c1)N1CC(Oc2ccc3c(c2)OCO3)C1 | 2% | 2% | -27% | i | · | 6% | -3
CN(Cc1ccc(-c2ccccc2)cc1)Cc1cccc2ccccc12 | -15% | ? | -22% | 2% | -6% | 26% | -2
COc1ccc(CC(=O)NCC(c2cccs2)S(=O)(=O)c2ccc(F)c(C)c2)cc1 (configuration not stated) | · | · | 13% | · | · | 1% | 11
CC(C)(C)c1ccnc(N[C@H]2CO[C@H]3[C@@H]2OC[C@@H]3NC(=O)CCCC(=O)O)n1 | 1%[174 µM] | -2%[172 µM] | 10%[87.6 µM] | i | -1%[172 µM] | 4%[87.6 µM] | -10
Cc1noc2ncnc(N3CCCC(C(=O)NC(C)C)C3)c12 (configuration not stated) | · | · | 3% | · | · | 5% | -3
CCS(=O)(=O)NCC(=O)N1CCCCCNC(=O)CC1c1ccccc1 (configuration not stated) | -10% | -15% | 4% | i | 5% | -1% | 5
CCN(CC)C(=O)c1cn2ccnc(-c3ccc(C)cc3)c2n1 | -15% | ? | -2% | -7% | -2% | -2% | 5
Cc1ccc(C(=O)CC2(O)C(=O)N(Cc3ccccc3)c3ccccc32)c(C)c1 (configuration not stated) | · | · | -23% | · | · | -5% | -3
Cc1cccc(NC(=O)C2CC(=O)N(c3n[nH]c4cccc(F)c34)C2)c1 (configuration not stated) | -2% | -6% | -9% | -5% | 1% | -5% | -10
CCc1ccc(NC(=O)Cc2csc(COc3cccc(C)c3)n2)cc1 | · | · | 9% | · | · | 1% | -6
Cc1noc(-c2cccn3c(CNC(=O)c4cccc(F)c4)nnc23)n1 | -15% | 1% | -5% | i | 5% | 6% | 22
Cc1nc2n(c(=O)c1CCN1CCC(c3noc4cc(F)ccc34)CC1)CCC[C@H]2O | · | · | 43%[17 µM] | -11% | · | -16% | 4&23
CN(C)C[C@@H]1CN(S(C)(=O)=O)C[C@H]1NC(=O)c1nccn1C | 5% | 5% | -5% | -10% | 5% | 2% | 9
O=C(NCc1ccnc2[nH]ccc12)c1ccccn1 | -15%[138 µM] | i | 60%[activator][87.6 µM] | i | 28µM* | 3%[87.6 µM] | 11
Cc1nnnn1CCC(=O)Nc1nn(C)c2cccc(Oc3cccnc3)c12 | ? | ? | 1% | i | 0% | 2% | -7
COCCN1C(=O)CC[C@]2(C(=O)N3CCCCCC3)CCCC[C@@H]12 | i | i | ? | 1% | -1% | -14% | 2
COc1cc2c(cc1OC)C(C[C@H]1CN(C(=O)Cc3ccccc3)CC[C@H]1CC(=O)O)=NCC2 | -11% | -27% | -21% | -2% | -7% | 24% | -5
COc1ccccc1N1CCN(c2ncnc3c2cnn3-c2ccc(C)cc2)CC1 | · | · | -16% | · | · | 4% | 11
Cc1ccc(C)c(S(=O)(=O)c2nnn3c2nc(NC(C)C)c2sccc23)c1 | · | · | 12% | · | · | -7% | -4
Cc1ccc(NC(=O)CCS(=O)(=O)c2cc(Br)cc3c2N(C(=O)C2CC2)CC3)cc1 | · | · | -14% | · | · | -1% | -13
COc1ccc(S(=O)(=O)N2CCC(C3CCN(C(C)=O)CC3)C2)cc1 (configuration not stated) | -20% | -9% | -8% | -2% | 6% | 2%[12.5 µM] | -10
COc1ccc(C[C@H](NC(=O)[C@@H]2C[C@H](NC(=O)CC(C)(C)C)CN2C(=O)CC(C)(C)C)C(N)=O)cc1 | 2% | 1% | -8% | -6% | 5% | -13% | -7
